ATG4B inhibitor = inhibitors of human ATG4B cysteine protease; Q9Y4P1; ATG4B cleavage of LC3-PLA2, NBD-HPC fluorescence, 1 h; inhibition, % at 8.33 µM; 340,000 tested, 0.51% active; AID 504462; in the data active = inhibition above about 40%
Target sequence (Q9Y4P1 whole entry, looked up): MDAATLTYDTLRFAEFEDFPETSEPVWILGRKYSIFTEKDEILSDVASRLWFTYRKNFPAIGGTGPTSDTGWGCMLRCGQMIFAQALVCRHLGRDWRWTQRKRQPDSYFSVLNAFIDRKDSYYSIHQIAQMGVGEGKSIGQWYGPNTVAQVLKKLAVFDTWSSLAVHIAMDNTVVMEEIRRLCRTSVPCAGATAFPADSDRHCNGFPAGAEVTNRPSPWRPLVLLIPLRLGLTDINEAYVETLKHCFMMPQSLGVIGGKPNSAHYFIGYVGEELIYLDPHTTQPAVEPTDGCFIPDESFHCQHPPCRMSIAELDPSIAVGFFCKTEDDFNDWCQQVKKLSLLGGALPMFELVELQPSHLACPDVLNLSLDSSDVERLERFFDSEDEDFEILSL
hIAP act = increases human intestinal alkaline phosphatase activity | purified human IAP, CDP-Star luminescence, 30 min; stronger effect = higher value; 1 = vehicle-only enzyme, 0 = enzyme-free background | AID 2524 | P09923 | activation factor at 10 µM | 330,000 tested, 0.16% active;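 active = activation factor of the enzyme at least 2-fold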; note: the source names both 10 and 20 µM as test concentration; values of inactives mirror those of a sister screen read the other way
Target sequence (P09923 whole entry, looked up): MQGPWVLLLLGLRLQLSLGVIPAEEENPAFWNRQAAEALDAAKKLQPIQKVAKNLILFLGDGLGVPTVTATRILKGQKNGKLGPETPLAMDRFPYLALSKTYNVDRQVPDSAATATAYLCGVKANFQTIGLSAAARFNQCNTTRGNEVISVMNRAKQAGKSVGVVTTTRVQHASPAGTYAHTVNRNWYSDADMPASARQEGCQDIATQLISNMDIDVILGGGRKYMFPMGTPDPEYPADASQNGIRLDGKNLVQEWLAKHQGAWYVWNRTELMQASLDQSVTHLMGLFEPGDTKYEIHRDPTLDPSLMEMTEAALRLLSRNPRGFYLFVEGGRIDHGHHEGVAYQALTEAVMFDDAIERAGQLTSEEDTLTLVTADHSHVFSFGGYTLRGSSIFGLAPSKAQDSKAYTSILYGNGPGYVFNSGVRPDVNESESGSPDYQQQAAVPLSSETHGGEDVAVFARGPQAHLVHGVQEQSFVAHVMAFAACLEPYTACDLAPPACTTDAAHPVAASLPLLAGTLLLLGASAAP
mIAP inh = blocks mouse intestinal alkaline phosphatase; purified mouse IAP, CDP-Star luminescence, 30 min; inhibition, % at 10 µM; 330,000 tested, 0.2% active; AID 2806;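 active = inhibition of at least 40% at 10 µM in the primary screen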;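 note: plate controls were DMSO with enzyme for no effect and no enzyme wells for full effect; values of inactives mirror those of a sister screen read the other way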
MPTP block = inhibitors of mitochondrial permeability transition pore; AID 602449; inhibition, % at 10 µM; 360,000 tested, 1.4% active; isolated mouse mitochondria, Ca2+ swelling absorbance, 30 min;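 active = inhibition of 50% or more, scaled per plate between neutral and stimulator controls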;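 note: 0% = DMSO wells given calcium and 100% = 1 mM EGTA wells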
hIAP inh = blocks human intestinal alkaline phosphatase. P09923. purified IAP, CDP-Star luminescence, 30 min. inhibition, % at 10 µM. 330,000 tested, 0.12% active. AID 2544;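 active = inhibition reaching a set limit with compound at 10 µM in the primary screen, cut at about 35% in these data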;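 note: plate controls were DMSO wells with enzyme for no effect and no-enzyme buffer wells for full effect; values of inactives mirror those of a sister screen read the other way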
APOBEC3A inh = human APOBEC3A DNA deaminase inhibition; P31941; recombinant A3A, FAM/TAMRA ssDNA deamination fluorescence; inhibition, % at 20 µM; 330,000 tested, 0.41% active; AID 493011;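 active = at least 40% inhibition at 20 µM here, with at most 30% in a related deaminase screen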;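 note: plate controls were A3A with DMSO for no effect and wells lacking A3A enzyme for full effect; some results filed as inactive read as strong as hits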
APOBEC3G inh = inhibitors of human APOBEC3G DNA deaminase. inhibition, % at 20 µM. Q9HC16. recombinant A3G, ssDNA deamination FAM/TAMRA fluorescence. 330,000 tested, 0.28% active;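 active = inhibition of at least 40% at 20 µM, with no more than 30% in the related APOBEC3A deaminase screen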;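 note: plate controls were DMSO wells with A3G for no effect and wells lacking A3G enzyme for full effect; some compounds called inactive have numbers as strong as hits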
MIN6 prolif = induces beta-cell replication in MIN6 cells; MIN6 cells proliferation, ATPlite luminescence, 48 h; cells starved in 0.2% serum; 100% = growth in 10% serum; proliferation, % at 10 µM; 330,000 tested, 0.29% active; AID 2380;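 active = compounds whose signal lies at least 3.5 SD above the mean of all wells on their plate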;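 note: 0% = DMSO-treated cells in low-serum medium and 100% = 10% serum control; some compounds called inactive have numbers as strong as hits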
mIAP activ = mouse IAP activation. muIAP, CDP-Star luminescence, 30 min; stronger effect = higher value; 1 = vehicle-only enzyme signal, 0 = enzyme-free wells. activation factor at 10 µM. 330,000 tested, 0.24% active;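 active = activation factor of at least 2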; note: the source names both 10 and 20 µM as test concentration; values of inactives mirror those of a sister screen read the other way
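Assay system: mouse IAP enzyme / Compound: DMSO-dissolved test compounds / Timing: 30 min, room temperature / Measured by: luminescence from enzymatic CDP-Star hydrolysis / Control set: DMSO-only wells, enzyme-free buffer wells as negative control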
Numbers without * were called inactive; nt = not tested or not shown.

SMILES	ATG4B inhibitor	hIAP act	mIAP inh	MPTP block	hIAP inh	APOBEC3A inh	APOBEC3G inh	MIN6 prolif	mIAP activ
CC(NS(=O)(=O)c1ccc(Cl)c(Cl)c1)C(=O)OCC(=O)N1CCCCCC1 (centres undefined)	-7	0.88	2	-2.1	12	1	-8	0	0.98
c1ccc(-c2csc3ncnc(NCCN4CCOCC4)c23)cc1	-19	0.82	2	-0.9	18	6	-1	-4	0.98
CCCNC(=O)COC(=O)c1ccc(OCC(=O)Nc2ccccc2OC)c(OC)c1	-7	0.89	-1	-0.9	11	1	-2	-3	1
CC(=O)Nc1ccc(NC(=O)C2CCN(C(=O)c3ccc([N+](=O)[O-])cc3)CC2)cc1	4	1	3	3.9	-4	-2	-4	-1	0.97
O=C1CCC(C(=O)N2CCCC(C(=O)c3ccc4ccccc4c3)C2)=NN1 (centres undefined)	10	0.86	-4	0.0	14	0	0	-3	1
O=c1[nH]c2ccccc2c(O)c1-c1ccccc1	-4	0.97	8	-1.7	3	-3	-10	1	0.92
COCCn1cnc2c1c(=O)n(Cc1ccccc1C#N)c(=O)n2Cc1ccccc1	-6	0.96	6	-1.7	4	-6	-15	-3	0.94
O=C(Nc1ccc(Nc2ccccc2)cc1)c1cc([N+](=O)[O-])ccc1Cl	-1	0.98	7	1.7	2	-7	-6	-5	0.93
Cc1ccc(-c2nnnn2C2C/C(=N\NC(N)=S)C3OCC2O3)cc1 (centres undefined)	-12	1.1	0	0.1	-10	2	-2	0	1
Cc1cccc(NC(=O)c2cccc(C(=O)Nc3cccc(C)n3)c2)n1	-5	1.3	-13	-0.2	-26	2	12	1	1.1
CC1CN(C(=O)CCC(=O)NCCCN2C(C)CCCC2C)c2ccccc2O1 (centres undefined)	3	1	6	-1.0	-2	-3	-3	1	0.94
O=C(NCCC1=CCCCC1)C1COc2ccccc2O1 (centres undefined)	-9	1.2	-4	-1.5	-19	0	-3	-4	1
CCc1ccc(NC(=O)Nn2cnnc2)cc1	5	0.98	1	-1.2	2	-2	3	-4	0.99
Cc1ccc(C)c2[nH]c(=O)c(CN(Cc3ccco3)C(=O)Nc3ccccc3)cc12	-12	1.1	5	0.9	-11	-3	-5	-4	0.95
O=C1Nc2ccccc2C(=O)N2[C@H](c3cccc(Br)c3)[C@@H]3C(=O)N(Cc4ccccc4)C(=O)[C@@H]3[C@H]12	-3	0.85	5	-0.1	15	1	-1	-4	0.95
CSc1c(-c2ccccn2)c(N)nn1C(=O)C1CC1	-2	1.1	0	1.0	-6	-3	-7	-1	1
C=CCN1C(=O)C(CC(=O)O)SC1=Nc1ccc(C(=O)O)cc1 (centres undefined)	-2	1	-7	-0.3	-4	-3	-5	1	1.1
CCOC(=O)N1CCN(C(=O)CN(c2cc(C(F)(F)F)ccc2Cl)S(C)(=O)=O)CC1	-3	0.78	-3	1.3	22	-3	-8	-1	1
O=C(/C=C/Nc1ccc(Cc2ccc(N/C=C/C(=O)C(F)(F)F)cc2)cc1)C(F)(F)F	-7	1	9	0.2	-1	-4	-5	-2	0.91
COCCNC(=O)C(c1ccc(C)cc1)N(CCOC)C(=O)CCC(=O)Nc1ccccn1 (centres undefined)	3	0.99	6	-1.4	1	3	-4	0	0.94
Cc1csc(NC(=O)CSc2nnc3ncccn23)n1	-6	0.95	-8	2.6	5	2	0	2	1.1
Cn1cnnc1SCc1ccc(C(=O)N/N=C/c2cccs2)cc1	-4	1	4	-0.7	0	-3	-9	-4	0.96
COC(=O)c1ccc(C2C(Oc3ccccc3)C(=O)N2CCc2ccc(OC)c(OC)c2)cc1 (centres undefined)	-5	0.88	-2	-0.3	12	-3	-7	-2	1
CC(C)C(C)(C#N)NC(=O)CSc1nnc(C(F)(F)F)n1C (centres undefined)	-1	0.82	5	0.2	18	0	-10	-1	0.95
O=[N+]([O-])c1cccc(-c2csc(Nc3ccccc3)n2)c1	6	0.86	14	3.4	14	0	1	-6	0.86
C(=N\Nc1nc(N2CCOCC2)nc(N2CCOCC2)n1)/c1ccco1	nt	1	8	nt	-1	14	0	3	0.92
O=C(OCCN=C1NS(=O)(=O)c2ccccc21)C1CC(=O)N(c2ccc3ccccc3c2)C1 (centres undefined)	6	1	2	3.9	-1	2	-1	0	0.98
O=C(CCSCCc1ccccn1)Nc1ccc(Cl)cn1	13	1	-3	0.1	-1	1	-1	1	1
COc1ccc(CN2CSC(=S)N(Cc3ccc(OC)cc3)C2)cc1	-10	1.2	-6	6.0	-16	-3	-7	-4	1.1
CN1C(=O)NC(c2ccc(O)cc2)C2=C1CN(c1ccc(O)cc1)C2=O (centres undefined)	-6	1.1	-3	-0.5	-12	-2	-6	0	1
Cc1onc(-c2ccccc2)c1C(=O)Nc1nc2c(s1)CCCC2	16	1	-10	0.5	0	-2	-4	-3	1.1
CN1C(=O)c2ccc(NC(=O)CSc3ccccc3)cc2C1=O	-11	0.97	2	-0.4	3	-6	-5	1	0.98
Cn1cc(Br)c(C(=O)NNC(=O)c2ccc(Cl)cc2)n1	4	1.4	5	-0.9	-36	1	-7	-4	0.95
COc1ccc(-n2c(SCC(=O)c3c(N)n(C)c(=O)n(C)c3=O)nc3ccccc32)cc1	-1	0.87	3	-1.2	13	-3	-8	0	0.97
CN(C)S(=O)(=O)c1cccc(C(=O)N2CCN(C(=O)C3CCCO3)CC2)c1 (centres undefined)	-2	0.86	-2	0.6	14	-4	-7	-2	1
O=c1c2ccccc2[nH]c(=S)n1CCCN1CCN(c2ccccc2)CC1	4	0.92	-10	1.1	8	-1	0	-3	1.1
CCCc1ccc(-c2ccc(C(=O)O)cc2)nc1	4	1.2	-3	-1.4	-23	-1	-6	-3	1
CC(C)OC(=O)CSc1nnc2c3ccccc3n(C)c2n1	-15	1	3	0.1	-2	5	18	0	0.97
Cc1ccc(C)c(NC(=O)CN(C)C(=O)Cc2ccccc2)c1	0	0.97	-2	5.9	3	0	-7	-2	1
CCOc1ccc(NC(=O)c2sc(NC(C)=O)c(C(=O)OC)c2C)cc1	-6	0.95	-2	-0.9	4	3	-5	4	1
CC(C)OC(=O)NCCOC(=O)Nc1ccccc1Cl	-3	0.9	6	-1.4	10	-2	-9	1	0.94
O=C1CN(CC(=O)N2CCOCC2)c2ccccc2O1	nt	1.1	7	nt	-7	-5	-8	-1	0.93
CCN1C(=O)CSC1=Nc1cccc(C(=O)O)c1	0	1	2	-0.8	-4	-4	-8	4	0.98
CCOc1ccc2nc(N(CCN(C)C)C(=O)c3ccc4c(c3)CCCC4)sc2c1	9	1	2	-0.2	0	1	1	-5	0.98
O=C(CSc1nc2ccccc2o1)N1CCN(C(=O)c2ccco2)CC1	-8	0.98	5	0.2	2	7	-6	-3	0.95
Cn1c(C(=O)NCC2CCCO2)cc2oc3ccccc3c21 (centres undefined)	5	1	8	-5.6	-4	16	-4	-1	0.92
C=CCn1c(-c2ccc(Cl)cc2)cnc1SC(C)C(N)=O (centres undefined)	-3	0.94	-3	1.3	6	-2	-8	4	1
CC(=O)N1CCN(c2ccccc2NC(=O)COc2ccccc2C)CC1	-6	1.1	2	-0.9	-8	-3	-16	2	0.97
O=C(NCCCNC(=O)c1cc(Cl)ccc1Cl)c1ccco1	-13	0.82	2	0.3	18	-4	-12	0	0.98
COc1cc(-c2noc(C)c2C#Cc2ccccn2)cc(OC)c1OC	-7	0.93	8	1.0	7	-3	-9	3	0.92
CCOC(=O)c1sc(NC(=O)CC2OC(=O)c3ccccc32)nc1C (centres undefined)	-1	1.1	0	-0.1	-8	-3	-2	2	1
CCCN1C(=O)CSC1=Nc1ccccc1	-11	1.1	6	1.6	-8	-3	-8	4	0.94
COc1ccc(C(=O)COC(=O)CCc2nc3ccccc3[nH]c2=O)cc1Br	-19	0.93	0	0.5	7	-1	-2	-2	1
O=C(Nc1ccc(-c2nnc(-c3ccccc3)o2)cc1)C(F)(F)F	1	1.1	7	-0.4	-10	0	-4	-6	0.93
CC(C)(c1ccccc1)c1ccc(OCCN)cc1	2	0.99	-5	3.2	1	1	-5	-6	1.1
O=C(NNS(=O)(=O)c1ccc([N+](=O)[O-])cc1)c1ccc([N+](=O)[O-])cc1	1	0.94	11	-0.1	6	-6	-9	-6	0.89
CC(OC(=O)c1ccco1)C(=O)Nc1ccc(C(F)(F)F)cc1 (centres undefined)	-8	1.1	-26	-0.2	-6	0	4	-1	1.3
CC(C)(C)[C@H]1COC(=O)CCC/C=C/C[C@H](CC(=O)N(CCO)Cc2ccccc2)C(=O)N1	-1	1.2	-5	0.0	-23	-3	-11	-5	1
COCCn1c(SCC(=O)NNC(=O)c2ccccc2)nc2ccccc21	3	1.3	-3	-3.2	-33	-1	-6	-1	1
O=C(NCc1ccc(F)cc1Cl)C1CCN(S(=O)(=O)N2CCC3(CC2)OCCO3)CC1	6	0.98	-4	1.7	2	-2	-4	-2	1

Single records, as listed above. Screens in order: ATG4B inhibitor | hIAP act | mIAP inh | MPTP block | hIAP inh | APOBEC3A inh | APOBEC3G inh | MIN6 prolif | mIAP activ
O=[N+]([O-])c1cccc(-c2csc(Nc3ccccc3)n2)c1 as listed: 6 | 0.86 | 14 | 3.4 | 14 | 0 | 1 | -6 | 0.86
CC(C)OC(=O)CSc1nnc2c3ccccc3n(C)c2n1 as listed: -15 | 1 | 3 | 0.1 | -2 | 5 | 18 | 0 | 0.97

(further entries)
SMILES	ATG4B inhibitor	hIAP act	mIAP inh	MPTP block	hIAP inh	APOBEC3A inh	APOBEC3G inh	MIN6 prolif	mIAP activ
Cc1nc2cc(-c3ccc(Cl)cc3)nn2c(NCCN(C)C)c1C	-2	1.2	-4	-3.3	-24	1	-4	-6	1
Cc1cc(NS(=O)(=O)c2cn(C)nc2C)no1	-6	1.1	-1	2.4	-13	5	1	-4	1
C=CC[C@@H](CC(=O)NCCO)C(=O)NC[C@H](OC(=O)[C@@H](CC=C)CC(=O)OC(C)(C)C)c1ccccc1	0	1	0	0.1	-1	6	-1	2	0.99
COc1ccc(OC)c(S(=O)(=O)N2CCCC(C(=O)N3CCCC3)C2)c1 (centres undefined)	-1	1.2	7	0.9	-21	-5	-4	-3	0.93
Cc1ccccc1OCC(=O)N/N=C/c1ccc(N2CCOCC2)o1	4	1.4	15	-1.4	-40	-4	17	3	0.85
Cc1cc(C)cc(N(CC(=O)NCCSCc2ccco2)S(C)(=O)=O)c1	-3	1	-3	-0.6	-1	0	-2	-4	1
O=C(Nc1ccc2c(c1)CCC2)c1ccccc1	-1	0.92	-6	36	8	2	-7	-4	1.1
CCC1(c2ccccc2)NC(=O)N(CC(=O)Nc2cc(S(=O)(=O)N3CCCCCC3)ccc2OC)C1=O (centres undefined)	-18	0.96	-21	-1.1	4	24	4	-6	1.2
CC(=O)N1CCN(c2ccc(Oc3nnnn3-c3ccccc3)cc2)CC1	3	0.85	9	2.2	15	-2	-2	-3	0.91
Clc1ccc(-c2c[n+]3c(n2-c2ccccc2)SCC3)cc1	-2	1	-10	0.4	-3	1	-6	-6	1.1
CCC(=O)Nc1ccc2c(c1)ncn2-c1ccccc1OC	-5	1.3	-9	-5.7	-28	1	-1	1	1.1

Entries listed so far that have a tert-butyl group, in the order listed:
SMILES	ATG4B inhibitor	hIAP act	mIAP inh	MPTP block	hIAP inh	APOBEC3A inh	APOBEC3G inh	MIN6 prolif	mIAP activ
CC(C)(C)[C@H]1COC(=O)CCC/C=C/C[C@H](CC(=O)N(CCO)Cc2ccccc2)C(=O)N1	-1	1.2	-5	0.0	-23	-3	-11	-5	1
C=CC[C@@H](CC(=O)NCCO)C(=O)NC[C@H](OC(=O)[C@@H](CC=C)CC(=O)OC(C)(C)C)c1ccccc1	0	1	0	0.1	-1	6	-1	2	0.99

Compound activity: PubChem, Sanford-Burnham Center for Chemical Genomics
